PPARg SRC1 recr: agonists of human PPARgamma SRC-1 coactivator recruitment; P37231; PPARgamma-SRC-1 coactivator recruitment biochemical assay; activation, % at 8 µM; 200,000 compounds, 0.41% hits; AID 631; in the data active = activation above about 19%;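 also: 0% = DMSO and 100% = reference agonist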
RAM inhibit: yeast RAM network inhibition; S. cerevisiae dse1pr::URA3 reporter, 5-FOA growth OD615, 2 d; analog-sensitive cbk1-as2 kinase mutant strain; inhibition, % at 50 µM; 190,000 compounds, 1.8% hits; AID 868;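 active = inhibition above a set limit, 3 SD over mean compound inhibition, cut at about 8.4% in these data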;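 also: 0% = DMSO-only wells with no growth and 100% = 10 µM 1-NA-PP1 full growth; inhibition rescues growth on 5-FOA so higher OD means more RAM inhibition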
DTT redox prof: compounds producing H2O2 with reducing agent – biochemical, NIH compound library profiling, artefact control for MLSCN library redox annotation, primary screen. DTT-dependent redox cycling H2O2, phenol red/HRP absorbance; 100% = 100 µM peroxide control, 0% = buffer. activation, % at 10 µM. 200,000 compounds, 0.03% hits. AID 878;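 active = activation of at least 50% relative to the plate's high and low controls in the primary single-dose screen; inactive = activation below 50%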;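 also: compound incubated with DTT at 0.8 mM final as the reducing agent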
L major viab: inhibitors of Leishmania major promastigote growth; Leishmania major promastigotes, resazurin fluorescence viability; 200,000 compounds, 9% hits; inhibition, % at 10 µM; in the data active = inhibition above about 50%;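 also: promastigotes grown with compound for 44 hours at 28 °C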
PPARg SRC2 recr: agonists of SRC-2 recruitment by human PPARgamma; P37231; PPARgamma LBD-SRC-2 recruitment, biochemical; activation, % at 8 µM; 200,000 compounds, 0.34% hits; AID 1032; in the data active = activation above about 22%;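 also: 0% = vehicle and 100% = reference agonist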
TR-FRET SRC-2 ct: flags TR-FRET format artefacts in PPARgamma SRC-2 recruitment agonist screen; 200,000 compounds, 0.4% hits; AID 1049; TR-FRET ratio at 8 µM; TR-FRET artefact counter-screen; active compounds read high; in the data active = TR-FRET ratio above about 2000; also: inactives centre near 1500; reference of the scale not given here
Efa HMGR inh: E. faecalis class II HMG-CoA reductase inhibition; purified E. faecalis HMGR, NADPH absorbance 340 nm kinetic; inhibition, % at 10 µM; 190,000 compounds, 0.41% hits; AID 1066;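 active = inhibition above a set limit, the median over all tested compounds plus 3 SD, cut at about 9.5% in these data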;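 also: enzyme runs in reverse so mevalonate oxidation gives rising NADPH absorbance; 0% = complete reaction with DMSO and 100% = background rate lacking mevalonate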
ROMK primary: human ROMK K+ channel modulation, primary screen; P48048; Tet-inducible ROMK, thallium flux fluorescence; actives lie on both sides; B-score at 10 µM; 130,000 compounds, 2% hits;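 active = signal ratio slope over the read window, or its plate-corrected B-score, at least 3 SD from the plate mean, either direction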;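 also: B-score of the F/F0 ratio slope over 7 to 12 s after thallium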
Target sequence (P48048 whole entry, looked up): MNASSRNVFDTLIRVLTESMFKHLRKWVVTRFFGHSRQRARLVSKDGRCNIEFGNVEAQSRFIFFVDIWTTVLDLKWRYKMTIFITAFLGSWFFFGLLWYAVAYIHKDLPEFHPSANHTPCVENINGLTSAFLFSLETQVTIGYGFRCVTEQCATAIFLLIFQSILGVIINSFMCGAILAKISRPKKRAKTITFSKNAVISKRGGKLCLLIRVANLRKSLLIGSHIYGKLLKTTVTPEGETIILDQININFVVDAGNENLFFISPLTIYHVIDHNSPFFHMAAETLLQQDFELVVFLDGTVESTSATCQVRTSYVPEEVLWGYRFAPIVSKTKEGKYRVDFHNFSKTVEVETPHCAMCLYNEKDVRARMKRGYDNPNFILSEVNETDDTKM
bIAP inhibitor: blocks bovine intestinal alkaline phosphatase activity; purified bovine IAP, CDP-star luminescence, 30 min; inhibition, % at 20 µM; 190,000 tested, under 10 active; AID 1019;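 active = over 50% inhibition of intestinal alkaline phosphatase at 20 µM in the single-dose screen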
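System: Purified bovine intestinal alkaline phosphatase (IAP) enzyme | Input: IAP diluted 1/65,000,000 in the well | Also added: CDP-star chemiluminescent phosphatase substrate, 30 µM final | Dosing: 20 µM single dose | Times: Enzyme reaction for 30 min at room temperature | Detection: Luminescence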
S1P3 antag: antagonists of human S1P3 receptor. Q99500. CHO S1P3 NFAT-BLA reporter, FRET fluorescence, antagonist mode. inhibition, % at 4.98 µM. 170,000 compounds, 0.27% hits;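 active = inhibition above the plate cutoff, the mean inhibition of test wells on that plate plus 3 SD, cut at about 28% in these data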;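 also: cells challenged with S1P at its EC80 of 0.8 µM; blue over green emission ratio from cleaved BLA substrate after 4 h stimulation; 0% = S1P-stimulated wells and 100% = unstimulated DMSO-only wells; some compounds past the cut are filed as inactive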
Target sequence (Q99500 whole entry, looked up): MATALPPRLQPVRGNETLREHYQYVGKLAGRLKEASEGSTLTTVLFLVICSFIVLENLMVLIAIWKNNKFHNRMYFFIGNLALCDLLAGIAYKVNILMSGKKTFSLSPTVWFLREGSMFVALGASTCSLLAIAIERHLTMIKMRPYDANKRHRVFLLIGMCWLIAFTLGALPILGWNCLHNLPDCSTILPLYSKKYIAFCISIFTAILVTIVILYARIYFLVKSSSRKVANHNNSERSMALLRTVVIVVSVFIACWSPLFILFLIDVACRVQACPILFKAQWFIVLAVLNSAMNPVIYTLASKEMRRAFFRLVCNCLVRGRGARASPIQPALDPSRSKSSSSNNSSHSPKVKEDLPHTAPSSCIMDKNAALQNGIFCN
PPARg SRC-3 ag: agonists of human PPARgamma SRC-3 coactivator recruitment. activation, % at 8 µM. AID 731. biochemical PPARgamma/SRC-3 coactivator recruitment assay. 200,000 compounds, 0.26% hits. P37231; in the data active = activation above about 23%;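 also: 0% = DMSO and 100% = reference agonist; some compounds past the cut are filed as inactive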
* hit, by the source's call; . = no result given.

Preview:
SMILES | PPARg SRC1 recr | RAM inhibit | DTT redox prof | L major viab | PPARg SRC2 recr | TR-FRET SRC-2 ct | Efa HMGR inh | ROMK primary | bIAP inhibitor | S1P3 antag | PPARg SRC-3 ag
COC(Cn1c(C)c(C(C)=O)c(C(C)=O)c1C)OC | -1 | -0.7 | -3.5 | -7 | -1 | 1605 | -4 | . | 7 | . | 12
O=C1Nc2ccccc2C1(O)C/C(=N/O)c1ccccc1 (stereo not drawn) | 4 | 1.6 | 0.6 | -2 | 4 | 1576 | 0 | 0.06 | 9 | -1 | 4
COCCNC(=O)c1ccc(-n2c(SCc3ccncc3)nc3ccccc3c2=O)cc1 | 4 | -0.4 | -0.4 | -1 | 9 | 1610 | 2 | 1 | -15 | 11 | 2
CN(C(=O)c1cccc(C#N)c1)c1nnc(-c2ccncc2)s1 | 5 | 0.7 | -0.2 | -2 | 5 | 1525 | 4 | 0.0022 | 7 | -27 | -3
O=C(c1cccs1)N1CCN=C1SCc1ccccc1F | 2 | 3.5 | 0.2 | -3 | -4 | 1587 | -2 | 0.18 | 6 | -6 | 2
CCOC(=O)CN(c1cc([N+](=O)[O-])ccc1OC)S(C)(=O)=O | 4 | -0.2 | -0.7 | -6 | -1 | 1515 | -5 | -0.35 | -42 | 4 | 0
COc1ccc(NC(=O)CC2C(=O)N(c3ccc(Cl)cc3)C(=S)N2CCc2ccncc2)cc1 (stereo not drawn) | 3 | -1.1 | -7.1 | 7 | 3 | 1609 | -2 | . | -6 | . | 8
CC(C)OC(=O)c1cc2c(ccn2C)n1CC(=O)N(Cc1ccccc1)c1ccccc1 | 10 | 5.1 | 3.0 | 42 | 0 | 1539 | -2 | -0.86 | 2 | -7 | 2

Main list, from the first entry:
SMILES | PPARg SRC1 recr | RAM inhibit | DTT redox prof | L major viab | PPARg SRC2 recr | TR-FRET SRC-2 ct | Efa HMGR inh | ROMK primary | bIAP inhibitor | S1P3 antag | PPARg SRC-3 ag
COC(Cn1c(C)c(C(C)=O)c(C(C)=O)c1C)OC | -1 | -0.7 | -3.5 | -7 | -1 | 1605 | -4 | . | 7 | . | 12
O=C1Nc2ccccc2C1(O)C/C(=N/O)c1ccccc1 (stereo not drawn) | 4 | 1.6 | 0.6 | -2 | 4 | 1576 | 0 | 0.06 | 9 | -1 | 4
COCCNC(=O)c1ccc(-n2c(SCc3ccncc3)nc3ccccc3c2=O)cc1 | 4 | -0.4 | -0.4 | -1 | 9 | 1610 | 2 | 1 | -15 | 11 | 2
CN(C(=O)c1cccc(C#N)c1)c1nnc(-c2ccncc2)s1 | 5 | 0.7 | -0.2 | -2 | 5 | 1525 | 4 | 0.0022 | 7 | -27 | -3
O=C(c1cccs1)N1CCN=C1SCc1ccccc1F | 2 | 3.5 | 0.2 | -3 | -4 | 1587 | -2 | 0.18 | 6 | -6 | 2
CCOC(=O)CN(c1cc([N+](=O)[O-])ccc1OC)S(C)(=O)=O | 4 | -0.2 | -0.7 | -6 | -1 | 1515 | -5 | -0.35 | -42 | 4 | 0
COc1ccc(NC(=O)CC2C(=O)N(c3ccc(Cl)cc3)C(=S)N2CCc2ccncc2)cc1 (stereo not drawn) | 3 | -1.1 | -7.1 | 7 | 3 | 1609 | -2 | . | -6 | . | 8
CC(C)OC(=O)c1cc2c(ccn2C)n1CC(=O)N(Cc1ccccc1)c1ccccc1 | 10 | 5.1 | 3.0 | 42 | 0 | 1539 | -2 | -0.86 | 2 | -7 | 2
COc1ccc(NC(=O)/C(=C/c2ccc(OC(C)=O)c(OC)c2)NC(C)=O)cc1 | -1 | 4.0 | 0.3 | 1 | -1 | 1398 | -6 | 1.1 | 20 | -4 | 2
Nc1nc(NCC2CCCO2)nc(Nc2ccccc2)c1[N+](=O)[O-] (stereo not drawn) | -2 | 4.1 | 0.0 | 14 | -8 | 1252 | -5 | -0.62 | 0 | -7 | -5
Cc1nn(CCOc2ccccc2)c(=O)n1-c1ccccc1F | -2 | 0.8 | 2.1 | -3 | 0 | 1472 | -5 | . | 7 | . | -6
CC(=O)NC(c1ccccc1)c1cc([N+](=O)[O-])c2cccnc2c1O (stereo not drawn) | -6 | 2.2 | -1.2 | -3 | 4 | 1526 | -3 | 0.0016 | -5 | 7 | 1
COC(=O)c1sccc1NC(=O)CSc1ccc(Cl)cc1 | 0 | 1.6 | -3.8 | 4 | -2 | 1496 | 2 | 0.79 | 48 | . | 2
CCN(CC)Cc1c(O)c(Cl)cc2c(C)cc(=O)oc12 | 11 | 0.5 | -0.5 | 1 | 3 | 1682 | -9 | -0.032 | -24 | -20 | 3
Clc1ccc(/C=C/c2nc3ccccc3[nH]2)c(Cl)c1 | 2 | 2.0 | -3.3 | 37 | -4 | 1545 | 3 | 0.27 | . | . | 4
O=C(CSc1nn(-c2ccc(Cl)cc2)c(=S)s1)N1CCN(C(=O)c2ccco2)CC1 | 0 | 3.1 | -0.5 | -8 | 3 | 1648 | -3 | . | -8 | 27 | -1
Cc1nc(-c2ccc(NS(C)(=O)=O)cc2)cs1 | 8 | 1.6 | 2.3 | 8 | -1 | 1448 | -1 | . | 12 | -9 | 10
Cc1nc(CS(=O)(=O)c2ccccc2)cc(Sc2ccc(Cl)cc2Cl)n1 | -3 | 2.1 | 2.2 | 3 | 1 | 1613 | 2 | . | 8 | . | 2
Cn1c(Cn2c(=O)sc3ccccc32)nnc1SCC(=O)Nc1cccc(Cl)c1 | 8 | 2.5 | 0.3 | 3 | -2 | 1496 | -10 | . | -1 | 4 | 4
O=C(COC(=O)CCC(=O)c1cccs1)NC(=O)c1ccc(OC(F)F)cc1 | 4 | 2.1 | -1.5 | -7 | 10 | 1692 | 1 | -1 | 4 | -8 | 3
Cc1ccc(NC(=O)CSc2nnc(-c3cccs3)o2)cc1S(=O)(=O)N(C)C | 3 | 1.0 | -0.6 | -4 | 3 | 1440 | -1 | -0.059 | -34 | 14 | -2
O=C(c1cc(N2CCCCC2)nc2ccccc12)N1CCOCC1 | 6 | 0.5 | 1.0 | 2 | 15 | 1671 | -8 | -0.013 | -10 | . | 2
O=C(C1=C[C@H](c2ccc(C(F)(F)F)cc2)C[C@H](OCCCCO)O1)N1CCN(Cc2ccccc2)CC1 | -5 | 1.1 | 0.6 | 1 | -10 | 1369 | -5 | . | -9 | 9 | 3
OCCC1CN(Cc2nc3ccccc3s2)CCN1CCc1ccccc1 (stereo not drawn) | 0 | 3.3 | -0.8 | 84* | 0 | 1469 | -4 | 0.044 | -4 | -14 | 0
O=C(Nc1ccc(Br)cc1)c1ccc(Br)c(S(=O)(=O)Nc2cccnc2)c1 | 0 | 6.5 | -0.4 | 73* | -10 | 1345 | -1 | 0.39 | -6 | -8 | -2
CC(=O)Nc1c(Cl)n(C(C)=O)c2ccccc12 | -1 | 0.3 | 0.0 | -6 | 2 | 1584 | -3 | 0.36 | 8 | . | 7
COC(=O)COc1cccc(-n2cnnn2)c1 | 10 | 0.3 | -0.1 | -4 | -2 | 1711 | -3 | . | 7 | . | 1
COc1cc2cc(CN(CCO)S(=O)(=O)c3ccccc3)c(=O)[nH]c2cc1OC | 7 | 1.9 | 0.3 | 1 | 14 | 1710 | 1 | 0.17 | 5 | . | 2
C=CCN1CCN(C(CC(C)C)c2nnnn2CCOC)CC1 (stereo not drawn) | 2 | 0.9 | -0.5 | -8 | -1 | 1482 | 1 | . | 10 | -3 | -5
CCOC(=O)c1cc(NC(=O)C2C3CCC(O3)C2C(=O)O)cc(C(=O)OCC)c1 (stereo not drawn) | 3 | 0.7 | -1.0 | -2 | -9 | 1413 | -6 | . | -4 | . | -2
COc1cccc(C(=O)n2cnnc2N)c1OC | 0 | 1.1 | 3.9 | -8 | 7 | 1485 | 2 | 0.63 | 2 | 17 | 5
CCOC(=O)CNC(=O)CSc1nc(-c2ccc(C)cc2)ns1 | 2 | 6.5 | -0.8 | -5 | 4 | 1596 | -1 | -0.71 | -4 | -2 | -2
Cc1ccc2c(CNCc3ccco3)cc(=O)oc2c1 | 3 | 1.2 | 0.4 | -6 | 4 | 1719 | 0 | . | 2 | 38 | 3
CCn1c(Cc2ccc(OC)cc2)nnc1SCc1nc2ccccc2c(=O)[nH]1 | 6 | 0.9 | -0.9 | -7 | 8 | 1570 | 0 | -0.02 | -5 | -14 | 1
CCCn1c(SCC(=O)Nc2ccccc2N2CCOCC2)nc2c1c(=O)n(C)c(=O)n2C | 4 | 1.3 | 0.6 | 2 | -2 | 1530 | -1 | -0.38 | -15 | . | -3
CCOC(=O)C(NC(=O)Nc1ccc(O)cc1)(c1ccccc1)C(F)(F)F (stereo not drawn) | 0 | 0.0 | 0.2 | -1 | -7 | 1564 | -5 | . | -28 | 7 | 0
COc1ccc(N(C)S(=O)(=O)c2cccc(C(=O)OC(C(=O)Nc3cc(C)cc(C)c3)c3ccccc3)c2)cc1 (stereo not drawn) | -6 | 4.7 | 0.7 | 96* | 1 | 1475 | 3 | 0.15 | 8 | -10 | -2
CCCCNC(=O)c1c[nH]c2ccc(S(=O)(=O)Nc3ccc(OCC)cc3)cc2c1=O | 2 | 5.3 | -1.1 | -12 | 6 | 1599 | 5 | . | 43 | 3 | 10
O=C(O)C(O)c1ccco1 (stereo not drawn) | 0 | 1.1 | 0.0 | -4 | 5 | 1524 | -1 | 0.16 | 6 | -8 | -3
N#CC1=C(N)Oc2cc(Nc3ccccc3)ccc2C1c1ccncc1 (stereo not drawn) | 10 | -0.4 | 6.7 | 22 | -3 | 1475 | -5 | . | 2 | . | -4
COC(=O)c1sc(NC(=O)c2ccc(OC)cc2OC)nc1C | 10 | . | 0.7 | -8 | -3 | 1274 | . | . | . | 39 | 3
COC(=O)c1cn(-c2ccccc2)nc1C(=O)OC | -7 | 0.8 | -0.6 | 17 | -4 | 1393 | -5 | . | 5 | -5 | -7
Cc1c(/C=N/NC(N)=O)c2ccccn2c1C(=O)c1ccc(F)cc1 | 10 | 3.4 | -0.3 | 1 | -1 | 1551 | -5 | 0.72 | 0 | 2 | 4
CCC(=O)Nc1nnc(SCC(=O)c2ccc3c(c2)Cc2ccccc2-3)s1 | 0 | 6.0 | -5.0 | -6 | 4 | 1683 | -3 | 0.89 | 2 | . | -1
Brc1cccc(-c2cnco2)c1 | 8 | 3.1 | -1.3 | 0 | -1 | 1518 | -4 | 0.3 | 7 | -18 | 1
COc1cccc(CN2CC(O)=C(c3nc(-c4ccc(Cl)cc4)cs3)C2=N)c1 | 1 | 4.2 | 2.4 | -1 | 3 | 1502 | -1 | -0.78 | -2 | . | -12

Assay outcomes from PubChem.
